# Screening results as filed in PubChem.
# Large T inhibition: SV40 large T antigen inhibitors, biochemical (AID 1903); SV40 large T antigen ATPase/helicase inhibition assay; higher % means a stronger effect; inhibition, % at 20 µM; hits with a dose series show IC50 in µM; 310,000 compounds, 0.39% hits; in the data active = a potency from the dose series; inconclusive = inhibition mostly from about 32% at the one dose, without a potency; inactive = the rest, 99 in 100 with inhibition below about 32%; note: strong numbers were not always called active
# LYP inhibition: PTPN22 lymphoid phosphatase activity blockers – biochemical, fluorescence intensity, uHTS (AID 1779); recombinant LYP phosphatase, fluorescence intensity; higher % means a stronger effect; one-dose inhibition, % at 11.5 µM; IC50 in µM for titrated hits; 290,000 compounds, 0.054% hits; in the data active = inhibition above about 50%;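 note: plate controls were vehicle with enzyme for no effect and no enzyme for full effect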
# GPR35 arrestin U2OS: GPR35 antagonists blocking zaprinast-driven arrestin recruitment, primary screen, imaging, U2OS, beta-arrestin-GFP, zaprinast agonist (AID 2058). U2OS GPR35 beta-arrestin-GFP translocation imaging, zaprinast antagonism; higher % means a stronger effect. one-dose inhibition, % at 10 µM; IC50 in µM for titrated hits. 290,000 compounds, 0.052% hits;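 active = inhibition of at least 50% with at least 30 cells and total cytoplasm GFP at most 10,000,000; inconclusive = under 30 cells or total GFP of 10,000,000 plus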
# NTR1 agonist: NTR1-driven beta-arrestin-GFP spot formation – imaging, U2OS cells, high content, primary screen (AID 493036) | P30989 | agonist mode | activation, % at 20 µM | 330,000 compounds, 0.17% hits;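 active = activation at or above 40% of the spot to cytoplasm intensity ratio, with at least 20 cells analyzed; inconclusive = wells under 20 cells, flagged as cytotoxic or low count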;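 note: 0% = DMSO without peptide and 100% = 100 nM NTR1 peptide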
# Target sequence (P30989 whole entry, looked up): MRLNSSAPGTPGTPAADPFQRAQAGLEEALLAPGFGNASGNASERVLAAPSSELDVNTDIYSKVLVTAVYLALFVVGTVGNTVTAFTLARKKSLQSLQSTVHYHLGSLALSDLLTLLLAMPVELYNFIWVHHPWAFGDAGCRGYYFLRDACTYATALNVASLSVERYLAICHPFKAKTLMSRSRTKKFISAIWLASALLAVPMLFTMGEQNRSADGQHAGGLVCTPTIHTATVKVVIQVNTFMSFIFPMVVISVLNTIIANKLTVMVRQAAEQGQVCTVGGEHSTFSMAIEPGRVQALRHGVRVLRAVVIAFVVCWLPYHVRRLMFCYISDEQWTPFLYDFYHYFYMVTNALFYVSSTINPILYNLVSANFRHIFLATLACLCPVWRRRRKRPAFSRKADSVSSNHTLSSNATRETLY
# MgcRacGAP inhibition: MgcRacGAP GTPase-activating activity inhibitors, confirmation, biochemical, ADP Hunter fluorescence; MgcRacGAP-stimulated Rac1 GTP hydrolysis, ADP Hunter fluorescence; higher % means a stronger effect; GST-tagged Rac1 F28L mutant substrate; one-dose inhibition, % at 30 µM; IC50 in µM for titrated hits; 340,000 compounds, 0.6% hits; AID 624330;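 active = first-screen hits whose inhibition reached a set limit at any dose in the follow-up dose series; inconclusive = inhibition above the set first-screen limit but never retested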;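 note: fluorescence reports GDP produced by GAP-driven GTP hydrolysis; strong numbers were not always called active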
# GPR55 activation: GPR55 agonists via beta-arrestin recruitment, primary screen, imaging, U2OS cells, beta-arrestin-GFP redistribution (AID 1961); U2OS GPR55 beta-arrestin-GFP redistribution imaging; higher % means a stronger effect; activation, % at 10 µM; hits with a dose series show EC50 in µM; 290,000 compounds, 0.048% hits;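 active = activation above 40% with more than 50 cells counted in the well; inconclusive = wells holding fewer than 50 cells, flagged as toxic or sparse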;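 note: U2OS osteosarcoma cells stably expressing GPR55 and beta-arrestin-GFP; plate controls were DMSO negative control for no effect and LPI positive control for full effect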
# GPR55 antagonists: GPR55 antagonists blocking LPI-driven arrestin recruitment, primary screen, imaging, U2OS, beta-arrestin-GFP, LPI agonist (AID 2013) | U2OS GPR55 beta-arrestin-GFP translocation imaging, LPI antagonism; higher % means a stronger effect | one-dose inhibition, % at 10 µM; IC50 in µM for titrated hits | 290,000 compounds, 0.13% hits;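 active = spots per cell inhibited over 60%, with over 100 cells counted and total cytoplasm intensity under 500,000; inconclusive = wells with under 100 cells, flagged as likely toxic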;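 note: U2OS cells stably carrying GPR55 and arrestin-GFP stimulated by 5 µM LPI near EC80; imaged beta-arrestin-GFP aggregate spots per cell after agonist stimulation; plate controls were LPI-stimulated DMSO wells for no effect and DMSO wells without LPI for full effect; some results filed as inactive read as strong as hits; confirmed hits need IC50 under 10 µM and bright autofluorescent wells are also inconclusive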
# T cell HTS: modulates CD8 T cell binding to vesicles; calls only at 7 µM; AID 2052; 2C CD8+ T cell-vesicle binding, flow cytometry; hits give low values; 330,000 compounds, 0.068% hits;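 active = response, share of CD8 T cells binding vesicles, and their 90th percentile fluorescence all below set limits, cut at about 80% in these data, passing the limit was not always enough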
#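 Assay system: 2C TCR transgenic mouse naive CD8+ T cells, MACS-purified | Read-out: CD8+ gate FL2 mean fluorescence as % of same-row positive control | Signal: High-throughput flow cytometry with anti-B7-1 and anti-CD8 staining | Timing: Binding step 1.5 h, 37 °C, antibody labelling 20 min, ice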
# Hep lipid drop: hepatic lipid droplet formation modulation; inhibition, % at 6.5 µM; AML12 mouse hepatocytes, oleate lipid droplets, BODIPY imaging; 240,000 compounds, 0.4% hits;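 active = lipid droplet intensity inhibited by at least 50%, with more than 500 cells counted; inconclusive = wells with under 300 cells, treated as cytotoxic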
#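 Assay system: AML12 hepatocytes (mouse) / Also added: 100 µM oleic acid challenge / Times: overnight treatment with compound plus oleate / Detection: high-content imaging of BODIPY-stained droplets and DAPI nuclei / Evaluation: % inhibition of lipid droplet signal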
# Hep lipid drop cells 6.5 µM: further read-out of Hep lipid drop, marked with its call; cell count; measured here: cell count, cytotoxicity flag;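 cells counted across two imaged fields per well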
# T cell HTS vesicle-bound %: further read-out of T cell HTS, marked with its call; double positive events, %; measured here: CD8+ vesicle-bound cell fraction;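 binding gate set so that unloaded-vesicle control wells show 10% double positive cells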
# NTR1 agonist cell count 20 µM: recorded beside NTR1 agonist, whose call it bears; cell count; measured here: cell count, cytotoxicity flag
# Numbers without * were called inactive; i = inactive; u = inconclusive; x = not tested or not shown.
SMILES,Large T inhibition,LYP inhibition,GPR35 arrestin U2OS,NTR1 agonist,NTR1 agonist cell count 20 µM,MgcRacGAP inhibition,GPR55 activation,GPR55 antagonists,T cell HTS,T cell HTS vesicle-bound %,Hep lipid drop,Hep lipid drop cells 6.5 µM
O=C(CCCO)NNc1c2ccccc2nc2ccccc12,28%,-9%,-4%,-1.0,53,6%,-0.1%,0%,i,28,2,783
CCn1c(=O)cc(SCC(=O)N2CCN(C3CCCCC3)CC2)c2ccccc21,u,5%,9%,0.5,65,12%,-0.1%,-4%,i,16,-2,678
COc1ccc(Br)cc1C1CC(=O)C(C)C(c2cc(Br)ccc2OC)N1 (centres undefined),10%,4%,-4%,4.0,97,7%,-0.3%,14%,i,57,-1,801
O=C(CCc1nnc2ccc(NCc3ccco3)nn12)N1CCCCC1,9%,-7%,-13%,0.6,53,6%,0.0%,10%,i,59,5,661
CNC(=S)N(CCc1c(C)[nH]c2ccc(C)cc12)Cc1ccco1,25%,-3%,-4%,-1.2,53,-3%,-0.3%,12%,i,51,-11,719
CCOc1ccc(-c2c(C(=O)N/N=C/c3ccc(OC(C)C)cc3)nnn2-c2nonc2N)cc1,11%,4%,-14%,5.3,42,7%,-0.2%,-2%,i,20,20,607
N/C(=N\c1nc2c(c(=O)[nH]1)CCC2)Nc1cccc2ccccc12,-2%,-3%,-3%,2.0,63,11%,-0.1%,-10%,i,1,x,x
Cc1cc(C(=O)Nc2ccccc2N2CCOCC2)ccc1[N+](=O)[O-],10%,-1%,-3%,3.0,39,3%,-0.3%,6%,i,52,15,693
CCc1ccc(S(=O)(=O)ON2C(=O)c3ccccc3C2=O)cc1,15%,-1%,-10%,-0.4,75,18%,-0.2%,-7%,x,x,15,716
Cc1nn(C(C)(C)C)c(NC(=O)c2ccccc2)c1C#N,17%,-10%,-9%,1.8,55,1%,-0.1%,11%,i,43,x,x
Cc1nn(C)c(C)c1CN(Cc1nc(-c2cc(F)ccc2F)oc1C)C1CC1,-1%,-1%,7%,0.9,38,1%,-0.1%,16%,i,53,1,739
Cc1ccccc1NC(=O)NC1(C(=O)N2CCC(O)CC2)CCCCC1,5%,-12%,-6%,2.1,57,3%,-0.1%,-2%,i,34,-44,850
O=C(CCOc1ccccc1)Nc1ccnn1C1CCN(CCc2ccccc2)CC1,-15%,-7%,-14%,-0.4,67,-9%,-0.3%,3%,i,1,-1,714
CCN=c1scc(C)n1/N=C/c1ccsc1,12%,-1%,-8%,-0.7,55,26%,-0.2%,-10%,i,35,x,x
COc1ccc(-c2nc3c(c(SCC(=O)N4CCCC4)n2)COC(C)(C)C3)cc1,14%,-4%,-14%,0.3,55,12%,0.2%,15%,i,40,-6,678
N#C/C(=C/c1cn(CC(=O)O)c2ccccc12)c1ccc(F)cc1,9%,1%,4%,-1.3,61,4%,0.6%,10%,i,39,0,622
CCOC(=O)[C@@H]1[C@H]2COc3cc(OC)ccc3[C@@H]2N2C(=O)N(c3cccc(Cl)c3)C(=O)[C@@]12C,8%,0%,1%,-1.1,100,8%,0.0%,-5%,i,17,-1,831
COc1cc(/C=N/NC(=O)c2cn(-c3cccc(C)n3)cn2)ccc1O,u,6%,-10%,-0.4,55,36µM*,0.1%,6%,i,50,-13,694
Cc1nn(-c2ccccc2)c(C)c1C(=O)OCC(=O)Nc1ccc2c(c1)OCO2,1%,-8%,2%,-1.2,101,4%,0.3%,12%,i,39,x,x
Cn1c(SCC(=O)c2ccc(O)c(O)c2)nnc1-c1ccccc1,27%,-6%,-1%,-0.6,72,u,0.0%,6%,i,27,x,x
COc1cc2c(cc1OC)-c1nnc(C)n1C(C)(C)C2,18%,-3%,-11%,-2.9,97,-1%,0.2%,8%,i,56,2,902
CNC(=S)N1N=C(c2ccc(C)cc2)CC1c1ccc(Br)cc1 (centres undefined),37%,7%,-26%,8.6,78,4%,-0.1%,-5%,i,58,-12,775
CCCN(CC(=O)Nc1ccccc1C)C(=O)C1CCN(S(=O)(=O)c2cccc(C(F)(F)F)c2)CC1,7%,x,x,0.5,59,4%,x,x,i,41,x,x
CCOCCN(C=O)c1cccc(OC)c1,10%,-14%,7%,-0.3,93,4%,-0.1%,-16%,i,16,x,x
Cc1sc2nc(CN(C(=O)NC3CCCCC3)C3CCCCC3)[nH]c(=O)c2c1C,14%,-2%,17%,7.8,57,7%,0.5%,10%,i,13,9,766
COCCCC1CCN(C(=O)C2CCC(=O)N(Cc3cccc(F)c3)C2)CC1 (centres undefined),3%,-7%,-14%,-0.5,58,7%,-0.2%,-5%,i,47,-11,677
O=C(O)c1cccc(N2C(=O)c3cc4cccc(Br)c4cc3C2=O)c1,3%,-2%,21%,1.5,46,6%,0.0%,3%,i,56,-3,411
O=C(CSc1nc2c(c(=O)n1-c1ccc(Cl)cc1)SCC2)Nc1nccs1,3%,7%,18%,x,x,9%,-0.1%,-23%,i,30,0,795
CN(C)NC(=S)Nc1ccc(S(=O)(=O)N2CCCCC2)cc1,11%,-7%,-13%,0.8,36,-11%,-0.2%,4%,i,59,8,705
CCCc1nn(C)c(C(N)=O)c1[N+](=O)[O-],5%,-5%,0%,0.6,82,2%,-0.7%,-4%,i,42,-13,705
COCCCNCCOCCOc1c(OC)cccc1OC,3%,-5%,13%,-0.5,60,12%,-0.1%,-14%,i,50,x,x
C[C@@H](C(=O)Nc1cccnc1)n1c(=O)[nH]c2ccccc2c1=O,14%,-13%,21%,-0.8,58,7%,-0.2%,-6%,i,10,-1,681
Cc1cc(NC(=O)c2ccccc2F)ncc1NC(=O)c1cccs1,-1%,-3%,12%,-1.5,85,3%,-0.1%,-5%,i,60,-4,636
Cc1c(NC(=O)COC(=O)C2=COCCO2)cccc1[N+](=O)[O-],2%,x,x,-0.4,59,4%,x,x,i,26,x,x
COc1cc(CCNC(=O)c2ccccc2NC(=O)C2=C(C)OCCS2)cc(OC)c1OC,2%,-5%,-11%,3.5,41,-1%,-0.2%,7%,i,12,-4,707
Cc1cc(N2CCOCC2)c2c(N)c(C)cc(C)c2n1,20%,1%,0%,0.5,59,24%,-0.1%,3%,i,60,-8,738
Cc1nc(CNS(=O)(=O)c2cccc(F)c2)cs1,x,-8%,13%,0.9,39,4%,0.2%,-14%,i,52,x,x
CCOc1cc(/C=N/Nc2nc(Nc3ccccc3)nc(N3CCCCC3)n2)ccc1OCC(=O)O,5%,11%,-1%,0.5,78,12%,-0.5%,-23%,i,61,1,677
CC1CC(C)CN(C(=O)Cn2c(=O)n(CCCC(=O)NCc3ccco3)c(=O)c3sccc32)C1 (centres undefined),-4%,-6%,-4%,-0.5,43,9%,x,-19%,i,10,x,x
CC(=O)Nc1ccc(C(=O)NCC2(N3CCCCC3)CCCCC2)cc1,18%,-8%,-3%,0.4,73,7%,0.3%,6%,i,6,-13,794
CCOc1cc2c(cc1OCC)C(c1ccccc1)N(c1ccc(C(=O)O)cc1)C(=O)C2 (centres undefined),10%,-6%,-13%,1.1,52,7%,0.7%,-6%,i,26,1,643
Cc1ccc([C@@H]2[C@@H]3C(=O)N(C)C(=O)[C@@H]3[C@@H]3C(=O)Nc4ccccc4C(=O)N23)cc1,31%,-4%,-18%,-0.6,88,0%,-0.3%,-7%,i,8,x,x
CO/N=C/C(c1ncc(C(F)(F)F)cc1Cl)S(=O)(=O)c1ccccc1 (centres undefined),9%,-3%,12%,0.6,43,-10%,-0.1%,9%,i,26,-3,835
Brc1ccccc1-c1nc(-c2ccccc2)no1,9%,-3%,10%,4.4,82,x,-0.1%,0%,i,16,-6,630
CC(C)(Oc1ccc(Cl)cc1)C(=O)Nc1cccnc1,7%,-7%,2%,0.9,41,12%,0.3%,9%,i,19,x,x
O=S(=O)(NCC1COc2ccccc2O1)c1ccc2ccccc2c1 (centres undefined),5%,-5%,11%,3.9,36,4%,0.9%,-2%,i,32,-34,635
CC1CC(C)CN(S(=O)(=O)c2cc(C(=O)O)c(Cl)s2)C1 (centres undefined),14%,3%,23%,1.1,61,13%,-0.1%,-8%,i,38,-2,704
COc1ccc(OC)c(Cc2nnc(CCC(=O)N3CCN(C4CCCC4)CC3)o2)c1,-6%,-2%,-10%,-0.4,53,9%,-0.1%,8%,i,67,-1,841
CS(=O)(=O)Nc1ccc(C2=NN(C(=O)c3ccco3)C(c3ccccc3F)C2)cc1 (centres undefined),6%,-2%,10%,0.9,93,16%,-0.3%,18%,i,52,10,709
COC(=O)c1c(NC(=O)COC(=O)[C@@H](NS(=O)(=O)c2cccc(Cl)c2)C(C)C)sc2c1CCC2,4%,8%,7%,7.7,58,6%,-0.3%,3%,i,49,-4,696
O=C(COc1ccc(Cl)cc1)Nc1cc(NC(=O)COc2ccc(Cl)cc2)cc(C(=O)O)c1,14%,-8%,5%,2.7,49,20%,-0.2%,-2%,i,57,-2,774
COc1cc(/C=C2\SC(=Nc3ccc(O)cc3)NC2=O)cc(OC)c1O,10%,-3%,-15%,1.9,90,27%,2.3%,10%,i,40,-13,689
CN(C)C(=O)c1cc(C(=O)c2ccccc2Br)c[nH]1,5%,-3%,-11%,0.3,82,7%,0.0%,-5%,i,33,x,x
CCCSc1nnc(NC(=O)CCc2ccccc2)s1,10%,-2%,2%,0.4,68,2%,-0.2%,6%,i,15,6,774
CCOC(=O)C1(Cc2cccc(Cl)c2)CCCN(C(=O)CCNC(C)=O)C1 (centres undefined),14%,-15%,-4%,0.3,66,7%,-0.1%,-10%,i,49,-5,804

# Rows are unselected; any-hit rate near 1.8%.
